BoNT F protease: inhibitors of Botulinum neurotoxin F light chain protease. inhibition, % at 10 µM. Multiplex microsphere protease cleavage assay, flow cytometry. hit rate 0.22% among 360,000; in the data active = inhibition above about 35%, passing the limit was not always enough; inconclusive = no clear call, values can overlap the other calls; also: plate controls were buffer without enzyme for full effect and enzyme alone for no effect
Mtb FBA inh: inhibits M. tuberculosis FBA enzyme; purified M. tuberculosis FBA, fluorescence read-out; P9WQA3; AID 588726; inhibition, % at 1 µM; hit rate 2.3% among 360,000; in the data active = inhibition above about 27%;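 also: 0% = vehicle and 100% = reference inhibitor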
Target sequence (P9WQA3 whole entry, looked up): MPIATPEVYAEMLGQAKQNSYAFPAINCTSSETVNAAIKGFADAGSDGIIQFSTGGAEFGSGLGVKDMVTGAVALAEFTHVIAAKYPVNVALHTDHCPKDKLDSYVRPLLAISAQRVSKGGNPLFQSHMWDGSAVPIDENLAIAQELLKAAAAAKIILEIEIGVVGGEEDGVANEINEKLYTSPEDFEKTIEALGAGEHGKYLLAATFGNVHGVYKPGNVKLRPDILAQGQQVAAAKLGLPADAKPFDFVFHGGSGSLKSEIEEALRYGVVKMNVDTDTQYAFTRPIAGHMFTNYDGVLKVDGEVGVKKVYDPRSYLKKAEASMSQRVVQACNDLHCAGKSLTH
CCHFV vOTU inh: blocks the CCHF virus ovarian tumor domain protease; hit rate 0.55% among 370,000; inhibition, % at 11.5 µM; CCHFV vOTU protease, Pep-AMC fluorescence; AID 651958; also: 0% = vehicle wells with enzyme and 100% = no enzyme wells
Mtb UGM inh: blocks M. tuberculosis UGM enzyme; P9WIQ1; purified UGM, fluorescence polarization probe displacement; inhibition, % at 10 µM; hit rate 0.06% among 320,000; AID 504406; in the data active = inhibition above about 10%, passing the limit was not always enough; inconclusive = no clear call, values can overlap the other calls
Target sequence (P9WIQ1 whole entry, looked up): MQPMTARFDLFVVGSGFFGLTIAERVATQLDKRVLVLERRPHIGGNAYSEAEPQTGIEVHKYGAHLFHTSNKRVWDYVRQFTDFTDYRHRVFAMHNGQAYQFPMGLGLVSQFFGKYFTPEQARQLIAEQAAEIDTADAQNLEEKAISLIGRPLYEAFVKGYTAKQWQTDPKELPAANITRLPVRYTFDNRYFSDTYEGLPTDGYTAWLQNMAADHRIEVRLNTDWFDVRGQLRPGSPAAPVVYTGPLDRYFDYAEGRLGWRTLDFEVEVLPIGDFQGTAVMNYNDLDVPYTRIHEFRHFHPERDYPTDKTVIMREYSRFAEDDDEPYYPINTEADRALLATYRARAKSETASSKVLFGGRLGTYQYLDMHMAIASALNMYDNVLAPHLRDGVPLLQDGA
BoNT A protease: inhibitors of Botulinum neurotoxin A light chain protease; multiplex microsphere protease substrate cleavage, flow cytometry; inhibition, % at 10 µM; hit rate 0.17% among 360,000; AID 588499; in the data active = inhibition above about 30%; inconclusive = no clear call, values can overlap the other calls; also: plate controls were buffer without enzyme for full effect and enzyme alone for no effect
Mtb BioA inh: blocks M. tuberculosis BioA enzyme activity; purified M. tuberculosis BioA enzyme, plate reader; inhibition, % at 9.99 µM; hit rate 0.096% among 360,000; in the data active = inhibition above about 40%; inconclusive = no clear call, values can overlap the other calls
FadD28 FP inh: inhibitors of Mycobacterium tuberculosis FadD28 bisubstrate binding; FadD28 bisubstrate probe binding, fluorescence polarization; inhibition, % at 12.5 µM; hit rate 0.22% among 360,000; AID 588549; in the data active = inhibition above about 8.5%, passing the limit was not always enough; inconclusive = no clear call, values can overlap the other calls
GDH-TPI inh: GDH-TPI coupled enzyme inhibition counter-screen; GDH-TPI coupled enzyme counterscreen, NADH absorbance; inhibition, % at 4.8 µM; hit rate 1.2% among 360,000; AID 588335;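 also: 0% = DMSO wells and 100% = wells lacking the enzyme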
PrPC TRFRET: cell surface PrPC inhibition, primary TR-FRET screen. P04156. inhibition, % at 13.8 µM. hit rate 0.43% among 370,000. TR-FRET read-out; in the data active = inhibition above about 24%; also: 0% = median of the test wells and 100% = reference compound wells
Starred values were filed as active, the others as inactive; ? = inconclusive; . = not tested or not shown. Rule as the data show it, unless noted: active = inhibition above about 30%; inactive = the rest.

Start of the data: the first 3 records, to show the layout:
SMILES | BoNT F protease | Mtb FBA inh | CCHFV vOTU inh | Mtb UGM inh | BoNT A protease | Mtb BioA inh | FadD28 FP inh | GDH-TPI inh | PrPC TRFRET
O=C(NC(=S)N1C[C@H]2C[C@H](C1)c1cccc(=O)n1C2)c1ccc(F)cc1 | -5.4 | -0.3 | 6.0 | -0.1 | -0.6 | 0.5 | -0.1 | 4.9 | -0.1
Cc1[nH]c(=O)[nH]c(=O)c1CSCC(=O)OCC(=O)Nc1ccccn1 | . | 4.9 | 2.7 | 0.0 | . | . | -2.2 | 11.6 | -0.6
COc1ccc(C2=NS(=O)(=O)N(C)C(C(=O)Nc3cc(C)ccc3O)=C2)cc1OC | -3.1 | -1.9 | 18.0 | -2.4 | 1.1 | 2.5 | -1.8 | 14.8 | -10.7

All compounds of this part (from the top)
SMILES | BoNT F protease | Mtb FBA inh | CCHFV vOTU inh | Mtb UGM inh | BoNT A protease | Mtb BioA inh | FadD28 FP inh | GDH-TPI inh | PrPC TRFRET
O=C(NC(=S)N1C[C@H]2C[C@H](C1)c1cccc(=O)n1C2)c1ccc(F)cc1 | -5.4 | -0.3 | 6.0 | -0.1 | -0.6 | 0.5 | -0.1 | 4.9 | -0.1
Cc1[nH]c(=O)[nH]c(=O)c1CSCC(=O)OCC(=O)Nc1ccccn1 | . | 4.9 | 2.7 | 0.0 | . | . | -2.2 | 11.6 | -0.6
COc1ccc(C2=NS(=O)(=O)N(C)C(C(=O)Nc3cc(C)ccc3O)=C2)cc1OC | -3.1 | -1.9 | 18.0 | -2.4 | 1.1 | 2.5 | -1.8 | 14.8 | -10.7
COc1cccc(Oc2cnc(N)nc2-c2ccc(OC)cc2O)c1 | -34.3 | -1.9 | -3.4 | -2.9 | -3.5 | 2.4 | 0.7 | 8.7 | 0.8
CCNc1cccc2c1C(=O)N(C)C2=O | 6.5 | -2.8 | 9.7 | 1.5 | 0.7 | -0.7 | -2.0 | 9.0 | -0.8
Cc1cccc(NC(=S)N2CCC(c3nc4ccccc4s3)CC2)c1 | -8.2 | -1.2 | 13.1 | -2.2 | -1.3 | 2.7 | -2.9 | -1.4 | 0.9
CCCCNc1ccc2c(c1)C1CC2CCN1C(=O)OCc1ccccc1 (stereo not drawn) | -8.4 | 0.3 | -0.8 | . | -0.6 | -0.3 | -5.5 | -19.1 | -1.4
C=C(C)CNC(=S)N/N=C(\C)c1ccc(OC)cc1 | -6.8 | 4.2 | 7.6 | 1.3 | 0.6 | -6.9 | 0.3 | 11.1 | -0.3
O=C(COC(=O)c1ccc(Cl)s1)c1ccc[nH]1 | -7.6 | -0.2 | -0.7 | 3.1 | 1.2 | . | -1.2 | -8.5 | 3.3
CCOc1ccccc1CN1CCNC(=O)C1CC(=O)N(C)CCc1cnn(C)c1 (stereo not drawn) | 4.8 | 1.8 | 6.9 | -0.9 | 1.4 | -1.4 | -2.4 | -6.3 | 1.5
CN(Cc1cccc(F)c1)C(=O)c1cc(=O)[nH]c2ccccc12 | -1.6 | 1.6 | -0.8 | 1.0 | 1.5 | 2.0 | -2.3 | -1.5 | 0.4
Nc1ccn([C@@H]2O[C@H](C(=O)NCCc3ccc(F)cc3)[C@@H](O)[C@H]2O)c(=O)n1 | 0.2 | -2.6 | 8.9 | . | -0.7 | -0.4 | -3.2 | . | -3.0
COc1ccccc1OCCNC(=O)C1CCCCC1 | -3.4 | -2.4 | 8.0 | -2.0 | -0.2 | 0.7 | -2.7 | 3.0 | -7.2
COc1ccc(C(=O)Cn2c(NCCCl)nc3ccccc32)cc1 | ? | -1.6 | -5.8 | 0.8 | 3.5 | 0.3 | -1.3 | -21.0 | -3.0
CC(C)(C)c1csc(NC(=O)c2cccs2)n1 | -4.4 | -2.8 | 17.4 | 3.1 | -0.6 | 2.3 | -0.9 | 7.5 | 12.8
O=C(NCc1ccccn1)Nc1ccccc1 | -0.3 | -2.6 | -1.5 | 0.8 | -0.4 | 1.1 | -3.7 | -12.3 | -0.2
Cc1ccc(C)c(NC(=O)c2ccccc2NC(=O)C2CCCO2)c1 (stereo not drawn) | 0.2 | -3.8 | -4.3 | -0.2 | 0.4 | . | -2.9 | 5.6 | 1.7
Cc1ccc(C)n1-c1ccc(C(=O)NCc2ccncc2)cc1 | -4.0 | 0.1 | 1.3 | -1.7 | -0.1 | . | -2.6 | 1.0 | 3.3
COc1c(C)cc(C(O)c2ncc(-c3ccc4ccccc4c3)[nH]2)cc1C (stereo not drawn) | -16.1 | 18.8 | 0.0 | . | -0.6 | -0.9 | -13.5 | 3.6 | 9.3
CCOC(=O)c1c(C=O)c2sc(C)cc2n1C | 2.2 | 5.5 | -12.1 | -3.0 | -0.7 | -0.5 | -0.2 | 16.9 | -3.8
CCCn1c(=O)c2ccccc2n2c(SCCOc3ccccc3)nnc12 | -1.7 | 0.2 | 7.4 | -0.4 | -0.8 | 1.2 | -4.9 | 10.8 | -5.8
COc1ccc(Cl)cc1NC(=O)N1CCC(C)CC1 | 0.4 | 6.4 | -3.5 | 0.0 | -0.8 | . | -2.2 | -3.3 | 2.0
COCCCNC(=S)Nc1ccc2nc3n(c(=O)c2c1)CCCCC3 | -3.5 | 3.8 | -12.4 | 0.1 | 0.1 | . | 0.7 | 20.7 | -1.1
Cc1ccc(OCC(=O)NCC(=O)Nc2ccc(F)c(F)c2F)c([N+](=O)[O-])n1 | -1.5 | -0.8 | -17.6 | 0.1 | -0.3 | . | -4.9 | 4.6 | -13.3
CC1CCN(C(=O)Cn2c(=O)n(CCCC(=O)NCc3ccco3)c(=O)c3sccc32)CC1 | -12.8 | -0.4 | 3.6 | -2.1 | -1.3 | -1.5 | -2.9 | 0.0 | 4.1
CC(=O)c1ccc(Sc2ccccc2)cc1 | 3.6 | -0.9 | 11.2 | -0.2 | 2.3 | 5.1 | -0.4 | 10.2 | 7.3
COc1ccc(NC(=O)[C@H](C)NC(=O)C2CCN(S(=O)(=O)c3ccc(C)cc3)CC2)cc1OC | 2.1 | -7.5 | 0.2 | 3.2 | 1.0 | 0.7 | -3.5 | -2.4 | -2.9
O=C(O)C1=CC[C@@H](c2ccc(Cl)cc2)N(S(=O)(=O)c2ccc(Cl)cc2)[C@H]1c1ccc(Br)cc1 | -4.1 | 2.3 | 29.1 | . | 0.1 | 6.2 | -18.7 | -13.2 | -2.7
O=c1c(C/C=C/c2ccccc2)c(O)ccn1CCc1c[nH]c2ccccc12 | -2.2 | 0.9 | 9.9 | -0.3 | -0.2 | 0.9 | -7.6 | -3.5 | -0.1
COc1ccc(N2CCN(CCNC(=O)Nc3ccc([N+](=O)[O-])cc3OC)CC2)cc1 | -3.3 | 3.6 | 3.4 | 2.9 | 1.6 | -1.2 | 0.3 | 20.0 | -13.1
CS(=O)(=O)N(CC(=O)N1CCCC1)c1ccc(Cl)cc1 | 19.1 | -1.4 | -2.7 | -4.0 | -2.2 | -1.3 | -0.6 | -0.4 | 7.7
COc1ccc(Cn2c(SC)nc3ccccc32)cc1[N+](=O)[O-] | -7.3 | 0.0 | -7.2 | -1.8 | -1.6 | -0.7 | -5.1 | 15.1 | -9.8
Cc1onc(-c2ccccc2)c1C(=O)N1CCN(C(=O)c2ccco2)CC1 | -1.2 | 1.8 | -1.4 | 3.0 | 0.7 | -0.6 | 0.5 | 9.4 | 1.7
O=S(=O)(c1ccc2nc(Nc3ccccc3)ccc2c1)N1CCCCC1 | -15.1 | 10.6 | 6.3 | -0.5 | 2.9 | -1.1 | -2.0 | 17.7 | -2.7
CCCn1c(C(=O)c2ccccc2)nc2ccccc21 | -9.1 | 5.6 | -1.2 | 0.3 | -0.9 | -0.6 | -2.8 | 9.5 | -0.1
O=C(Cc1cccs1)NCc1ccncc1 | 2.1 | -6.4 | -10.4 | -1.4 | 0.8 | 4.0 | -1.3 | 4.9 | -5.7
CCOc1c(Br)cc(C2CC(=O)Nc3cc(OC)c(OC)cc32)cc1OC (stereo not drawn) | ? | -1.6 | -7.0 | 0.8 | 3.3 | 0.9 | -0.1 | 6.9 | 3.3
C[C@]12CCC(=O)C=C1CC[C@@H]1[C@@H]2CC[C@@]2(C)[C@H]1CC[C@]2(C)O | 5.6 | 2.6 | 4.6 | . | -0.2 | -1.3 | -1.1 | -0.5 | -1.4
CCOC(=O)Cc1nc2nc(C)cc(C)n2n1 | 4.1 | -3.4 | 11.7 | -1.3 | 0.3 | -0.2 | -0.5 | -4.2 | 4.0
COc1nc(OC)nc(N2CCC(C(=O)NCc3ccco3)CC2)n1 | 1.8 | -0.1 | -3.7 | -0.1 | 2.3 | -1.6 | -1.6 | 3.6 | -4.7
COc1ccc(Cl)cc1NC(=O)c1[nH]c(C)c(C(C)=O)c1C | -2.1 | 2.0 | 6.2 | -0.1 | -0.7 | -0.7 | 0.0 | 6.1 | 4.1
O=S(=O)(NC1CCCC1)OCC(Cl)(Cl)Cl | -5.4 | -1.1 | -0.4 | -0.2 | 0.5 | -1.0 | 0.4 | 4.0 | 1.7
COC(=O)c1c(-c2cccc(OC)c2)csc1N | 2.0 | -0.3 | 5.8 | -1.8 | 0.2 | 0.0 | -1.4 | -6.9 | 7.9
Cc1ccc(C)c(N2C(=O)CC(Cc3ccccc3)C2=O)c1 (stereo not drawn) | 5.4 | -1.6 | -0.2 | -0.6 | -1.3 | -0.7 | -0.7 | 3.2 | 4.6
CCCc1cc(=O)oc2c3c(cc(OCC(=O)NCc4ccccn4)c12)OC(C)(C)CC3 | -6.4 | 191.8* | -142.5 | -2.3 | 0.3 | 7.3 | -3.0 | 17.6 | 0.1
Cc1ccc(=O)n(C(C(=O)NCc2ccco2)C(=O)c2ccc(F)cc2)c1 (stereo not drawn) | 0.2 | -3.2 | -4.2 | -1.1 | 0.3 | . | 0.7 | -1.3 | -1.7
Cc1cc2oc(=O)cc(CN3CCc4ccccc43)c2cc1Cl | -11.7 | 7.2 | 11.0 | 3.6 | 0.7 | -1.7 | -2.0 | 1.0 | 0.2
CCOC(=O)N1CCN(C(=O)C2CCN(C(=O)c3ccc([N+](=O)[O-])cc3)CC2)CC1 | 4.4 | -4.0 | 1.3 | 0.2 | 0.4 | 0.1 | -2.4 | 3.4 | -26.0
O=C(C1CCCCC1)N1CCC(c2nc3c(nnn3Cc3c(F)cccc3Cl)c(=O)[nH]2)CC1 | 10.4 | -3.8 | 14.1 | -2.3 | 0.3 | -1.2 | -3.4 | 5.0 | -3.6
Cc1ccc(Nc2cc(C)nn2-c2nc(C)cc(C)n2)cc1 | -0.9 | 1.5 | 22.3 | 2.1 | -0.5 | 0.7 | -2.6 | 3.7 | 13.8
COc1cccc(C(=O)NCCS(=O)(=O)NCCc2ccccc2)c1 | 1.6 | -4.3 | -7.7 | 0.6 | 1.2 | -1.8 | -4.2 | 2.2 | -1.8
O=P(c1ccccc1)(c1ccccc1)N1CCCCC1 | -4.2 | -2.2 | -2.5 | -0.9 | 0.1 | 0.7 | -2.5 | -6.9 | 6.1
CCOC(=O)CCNC(=O)N1CCCC(C(=O)c2cccc(Cl)c2)C1 (stereo not drawn) | 2.0 | -1.5 | -3.3 | 1.7 | 0.0 | -0.7 | 0.4 | 5.4 | -6.6
Cc1ccc(C2=NN3C(C2)c2ccccc2OC32C(=O)Nc3ccccc32)cc1 (stereo not drawn) | -5.0 | 3.8 | 15.6 | -0.1 | 1.1 | . | -7.5 | -6.1 | -2.1
Cc1ccc2cc(C#N)c(SCC(=O)N3CCCc4ccccc43)nc2c1C | 0.8 | -1.8 | 16.2 | -1.1 | 1.1 | . | -2.8 | -6.2 | -5.0
CCn1c(SCC(=O)c2ccc(C)cc2)nnc1-c1ccncc1 | -7.9 | -0.7 | 11.2 | -4.1 | -0.6 | 4.3 | 0.1 | -10.1 | 4.6
O=C(COC(=O)c1ccc(F)cc1)Nc1ccccc1N1CCOCC1 | 6.2 | -1.2 | 2.2 | 2.7 | 0.3 | -0.3 | -2.0 | 7.6 | 2.8
C(=N\Nc1nncn1/N=C/c1ccco1)/c1ccco1 | -0.5 | -7.1 | 17.7 | 1.5 | -0.1 | . | -1.0 | 19.9 | -13.2
Cc1ccc2[nH]c(=O)cc(C(=O)OCC(=O)c3ccccc3)c2c1 | -3.0 | 4.8 | -8.3 | 1.3 | 0.2 | -1.1 | -0.8 | 4.0 | 2.8

Source: PubChem BioAssay (several laboratories)
